# Assay outcomes as filed in PubChem.
# HTR5A inv ctr: inverse agonist of human HTR5A in OPRM1-OPRD1 counter-screen; P47898; HTR5A cell line, luminescence, inverse agonism; inhibition, % at 9.3 µM; 340,000 tested, 0.083% active; in the data active means inhibition mostly above about 23%, no sharp cut-off; inactive means mostly below about 18%;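 further: 0% = cells with DMSO and 100% = no-cell wells with DMSO; some compounds called inactive have numbers as strong as hits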
# Target sequence (P47898 whole entry, looked up): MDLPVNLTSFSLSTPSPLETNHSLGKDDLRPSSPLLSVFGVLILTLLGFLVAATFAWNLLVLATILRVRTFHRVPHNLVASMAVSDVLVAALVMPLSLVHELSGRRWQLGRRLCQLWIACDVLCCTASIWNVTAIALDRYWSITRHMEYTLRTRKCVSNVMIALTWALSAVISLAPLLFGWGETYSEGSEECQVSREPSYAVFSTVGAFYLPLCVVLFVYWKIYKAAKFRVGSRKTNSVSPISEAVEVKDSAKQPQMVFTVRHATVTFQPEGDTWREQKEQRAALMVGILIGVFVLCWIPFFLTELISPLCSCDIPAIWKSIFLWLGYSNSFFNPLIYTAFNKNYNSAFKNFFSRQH
# Wnt act: activators of Wnt/beta-catenin signaling; Wnt/beta-catenin reporter cell assay, activator, plate reader; activation, % at 9.35 µM; 300,000 tested, 1.2% active; in the data active means activation above about 30%, passing the limit was not always enough;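 further: 0% = neutral control wells and 100% = positive control wells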
# dFosB activator: enhances mouse delta FosB homodimer DNA binding; activation, % at 25 µM; P13346; AID 493131; purified delta FosB, TAMRA-CDK5 oligo fluorescence polarization; percent of positive-control signal above neutral wells; 340,000 tested, 0.99% active;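 active means mean activation above about 17%, with every replicate also reaching it, limit read from the data, passing the limit was not always enough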;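 further: fluorescence polarization rise as delta FosB binds a TAMRA Cdk5 AP-1 oligo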
# PvdQ inh: blocks Pseudomonas aeruginosa PvdQ acylase activity. purified PvdQ acylase, fluorescence plate reader. AID 488965. inhibition, % at 10 µM. 340,000 tested, 0.063% active; in the data active means inhibition above about 30%, passing the limit was not always enough;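 further: 0% = vehicle neutral wells and 100% = reference inhibitor wells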
# SR-BI DiI inh: mouse SR-BI HDL lipid transfer inhibition | Q61009 | ldlA[mSR-BI] CHO cells, DiI-HDL uptake fluorescence, 3 h | inhibition, % at 12.5 µM | 320,000 tested, 0.96% active;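 active means mean replicate inhibition of at least 70% and a set share of replicates each scoring 70 or more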;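 further: 0% = median of neutral control wells and 100% = median of positive control wells; values of inactives mirror those of a sister screen read the other way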
# Target sequence (Q61009 whole entry, looked up): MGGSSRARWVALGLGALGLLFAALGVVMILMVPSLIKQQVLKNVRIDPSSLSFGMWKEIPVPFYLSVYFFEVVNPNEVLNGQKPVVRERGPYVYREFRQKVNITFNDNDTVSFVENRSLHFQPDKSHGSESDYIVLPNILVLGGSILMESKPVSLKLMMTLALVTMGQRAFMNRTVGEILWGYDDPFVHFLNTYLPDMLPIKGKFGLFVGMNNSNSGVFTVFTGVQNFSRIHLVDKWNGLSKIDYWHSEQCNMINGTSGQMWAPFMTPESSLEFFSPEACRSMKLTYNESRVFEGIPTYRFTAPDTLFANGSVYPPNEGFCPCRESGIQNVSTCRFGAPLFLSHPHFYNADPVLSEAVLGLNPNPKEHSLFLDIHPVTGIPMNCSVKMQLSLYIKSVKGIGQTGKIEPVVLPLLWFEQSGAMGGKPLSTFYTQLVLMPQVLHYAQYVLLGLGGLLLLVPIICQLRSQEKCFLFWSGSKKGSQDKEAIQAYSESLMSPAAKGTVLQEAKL
# NSD2 HMT inh: blocks human histone methyltransferase NSD2; O96028; NSD2 peptide methylation, AlphaScreen, 120 min; inhibition, % at 12.5 µM; 310,000 tested, 0.54% active; AID 743445; in the data active means inhibition above about 50%
# HTR5A ag ctr: HTR5A agonism, opioid heterodimer counter-screen; activation, % at 9.3 µM; 340,000 tested, 0.61% active; AID 504692; HTR5A agonist assay, luminescence, cell-based; P47898; in the data active means activation mostly above about 9.5%, no sharp cut-off; inactive means mostly below about 7.6%;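 further: 0% = cells with vehicle only and 100% = reference agonist; strong numbers were not always called active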
# V-ATPase pH: regulators of yeast V-ATPase proton transport; S. cerevisiae, pHLuorin cytosolic pH fluorescence; response, % at 10 µM; 350,000 tested, 0.37% active; AID 504577; in the data active means response mostly above about 7.3%, no sharp cut-off; inactive means mostly below about 5.4%; further: actives read high; inactives centre near 0; some compounds called inactive have numbers as strong as hits; reference of the scale not given here
# MITF act: MITF TRPM1 promoter activation in melanoma cells; activation, % at 12.5 µM; SK-MEL-5 TRPM1-promoter luciferase, 24 h; % of positive control, neutral wells = 0; 300,000 tested, 0.75% active;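 active means mean activation of at least 80% with every replicate also reaching 80%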;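 further: 0% = neutral control wells and 100% = parthenolide positive control wells; values of inactives mirror those of a sister screen read the other way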
# CDK5 p35 inh: blocks human CDK5/p35 kinase activity. Recombinant CDK5/p35, ADP-Glo luminescence, 60 min. inhibition, % at 10 µM. Q00535+Q15078. AID 488839. 330,000 tested, 0.01% active;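 active means highest replicate inhibition of at least 50% and at least 75% of replicates reaching 50%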;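 further: plate controls were DMSO neutral control for no effect and GW8510 at 10 µM for full effect; many of its hits are not listed in these tables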
# Active calls of the source: *; · = not tested or not shown. Outcome played no part in choosing rows; 5% or so of the library scored in one or more.
SMILES,HTR5A inv ctr,Wnt act,dFosB activator,PvdQ inh,SR-BI DiI inh,NSD2 HMT inh,HTR5A ag ctr,V-ATPase pH,MITF act,CDK5 p35 inh
O=C1c2cccc3cccc(c23)C(=O)N1CCCc1n[nH]c(=S)n1-c1ccccc1,7,-2,-3,4,-13,3,-3,2,-3,2.3
COc1cc(S(=O)(=O)NCC2COCCO2)ccc1-n1cnnn1 (centres undefined),3,·,-7,-16,13,-3,2,-2,5,-0.6
CCC(C(=O)NC(C)(C)C)N(Cc1ccc(F)cc1)C(=O)c1snc(C(N)=O)c1N (centres undefined),1,-1,-6,14,-20,-4,0,-4,·,2.5
Cc1cc(/C=N\NC(=O)CC(=O)NC2CCCCC2)c(C)n1-c1cccc(Cl)c1Cl,-9,·,-5,23,25,1,6,-5,7,-0.3
Brc1ccc(-c2noc3c2-c2nc(C4CCCCC4)sc2CC3)cc1,-16,-2,0,-3,3,·,6,4,1,-3.6
Cc1nn(Cc2cccc(C(=O)N3CCCC(C)C3)c2)c(C)c1[N+](=O)[O-] (centres undefined),2,-2,-4,-5,23,0,-1,8,-2,0.8
COc1ccc2nc(SCC(=O)NC3CCCC3)c(C)cc2c1,15,-3,-9,-15,6,-7,-6,-1,-25,1.3
CC(C)C1N=C2c3ccccc3N=C(SCC#N)N2C1=O (centres undefined),-6,-4,4,4,-25,-3,6,-2,-1,0.4
COc1ccccc1NC(=O)C1CCN(c2ncnc3c2nc2n3CCCCC2)CC1,-15,-1,-9,7,25,-1,-4,-1,-6,1.0
O=C(CN1CCN(C(=O)C2CC2)CC1)Nc1ccc(Cl)cc1F,-1,3,1,-4,2,-7,3,-4,-5,0.6
Cc1ccc(NCc2ccccc2O)c(C)c1,-7,4,-8,-15,-14,-3,0,-2,21,1.3
O=C(NCC(O)c1ccccc1)Nc1cccs1 (centres undefined),-6,1,0,-3,-14,3,1,2,19,-3.2
COc1cc(C(=O)Nc2ccc3nc4n(c(=O)c3c2)CCCCC4)cc(OC)c1OC,-9,0,-28,-5,63,·,3,2,5,-0.4
CC(C)c1nc(SCC(=O)NC2CCCC2)c2ccccc2n1,11,0,-5,-1,-15,-3,0,-2,-5,1.0
NC(=O)NC(CC(=O)NNC(=O)c1cccs1)c1ccc(Cl)cc1 (centres undefined),11,-2,2,-17,1,-1,-3,-1,1,-3.2
Cc1c2ccccc2nc2c(F)c(NCCO)c(F)c(F)c12,-3,0,-31,2,-14,3,6,-5,32,-1.5
CC(=O)N1CCOc2ccc(S(=O)(=O)NCCc3cccc(C)c3)cc21,-8,0,-2,-7,7,7,2,0,15,1.2
CCCCCc1c(C)nc(SCC(=O)O)[nH]c1=O,0,·,-4,-10,-24,0,0,-2,-4,1.6
O=C(Cc1ccccc1)NCc1n[nH]c(=S)n1-c1ccc(Br)cc1,9,-2,-3,-13,-11,-1,-2,3,1,-8.2
COc1ccc(CC(NC(C)=O)C(=O)NC2CCN(C(=O)c3ccncc3)CC2)cc1OC (centres undefined),-7,0,1,-16,-3,32,-1,0,-3,-0.1
COc1ccc2nc(/C=N/NC(=O)CCNC(=O)OC(C)(C)C)ccc2c1,-1,1,-16,5,10,9,0,-2,33,0.9
COCCN(C(=O)CCC(=O)Nc1ccccn1)C(C(=O)NC(C)C)c1ccc(Cl)cc1 (centres undefined),9,0,-11,-26,·,0,-3,6,-8,-3.3
COc1ccc(S(=O)(=O)N2CCCOC2CNC(=O)C(=O)NCc2cccnc2)cc1 (centres undefined),16,3,-7,-9,-12,12,-7,1,2,0.1
O=S(=O)(NC(=S)NC1CCCCC1)c1ccc(Br)cc1,6,2,5,-7,-2,0,-2,-1,7,-2.0
Nc1ccc(C(=O)Nc2ccc(Nc3ccncc3)cc2)cc1,-1,2,-3,-13,-6,0,0,2,5,0.6

# Continued (2 carried over from the part before).
SMILES,HTR5A inv ctr,Wnt act,dFosB activator,PvdQ inh,SR-BI DiI inh,NSD2 HMT inh,HTR5A ag ctr,V-ATPase pH,MITF act,CDK5 p35 inh
O=S(=O)(NC(=S)NC1CCCCC1)c1ccc(Br)cc1,6,2,5,-7,-2,0,-2,-1,7,-2.0
Nc1ccc(C(=O)Nc2ccc(Nc3ccncc3)cc2)cc1,-1,2,-3,-13,-6,0,0,2,5,0.6
C[n+]1ccc(/C=C/c2ccc(Br)cc2)cc1,-28,·,7,-3,10,10,12,1,-55,0.0
CC(C)(C)[C@@H]1C=C(C(=O)O)[C@H](c2ccc(Cl)cc2)N1S(=O)(=O)c1ccccc1,7,-2,-8,2,-6,·,-2,-4,11,-1.3
CC1CCCCC1NC(=O)CN1CCC(NC(=O)c2cccc(F)c2)CC1 (centres undefined),8,-2,-6,-19,·,-3,-3,-1,0,-4.6
Cc1oc(C(C)(C)C)cc1C(=O)NC1CCN(Cc2ccccc2)CC1,1,-4,-2,-1,-5,5,3,-1,4,0.3
CCOC(=O)CSc1nnc(Cn2nnc(-c3ccccc3)n2)n1CC,-28,·,10,-3,8,0,-2,6,11,-1.4
COc1cccc(C2=NOC(C(=O)Nc3ccc(OC)c(OC)c3)C2)c1 (centres undefined),-1,·,-8,-17,14,·,0,1,-15,-1.3
CC(OC(=O)/C=C/c1ccccc1)C(=O)N1CCc2ccccc21 (centres undefined),6,0,-8,3,-22,2,2,-3,19,0.1
O=C(COC(=O)c1cc(Cl)nc(Cl)c1)NC1CCCCCC1,1,1,4,0,-15,·,-3,7,5,0.5
COc1cccc(N2C(=O)CN(Cc3ccccc3)C2=S)c1,-5,-1,-8,-18,-7,4,1,2,-6,1.1
COC(=O)c1ccc(CNC(=O)C2CCC(=O)N(Cc3cccc(F)c3)C2)cc1 (centres undefined),-2,1,-3,-3,-37,-3,5,-1,3,-0.8
Cc1ccc(C(=O)C(C)OC(=O)Cc2c[nH]c3ccccc23)cc1 (centres undefined),2,0,-3,6,-16,2,2,0,-4,0.7
COCCNC(=O)c1ccc(CSCc2cccc(Cl)c2)o1,2,-1,-4,4,18,-1,0,-3,7,-0.3
O=C(C(c1ccccc1)c1ccccc1)N1CCN(c2ccccn2)CC1,12,2,-9,-9,15,-1,-4,0,-2,-3.0
Cc1cccc(OCC(=O)Nc2sc3c(c2C#N)CCC3)c1,-2,-2,-1,-4,13,4,0,-6,74,0.8
CCCCn1c(N)c(N(CCOC)C(=O)CCC2CCCCC2)c(=O)[nH]c1=O,2,-2,-12,3,-37,-2,-3,-1,1,-0.4
CC(C)(C)NC(=S)N/N=C/c1cccnc1,-22,2,-2,-6,2,-5,7,-7,-3,1.5
CC(=O)c1ccc(N2CCC(C(=O)O)CC2)cc1,3,-3,1,-8,-16,-1,-1,2,-3,-0.5
O=C(NC12CC3CC(CC(C3)C1)C2)N1CCN(C2CCCCC2)CC1,26,0,-6,0,-22,-2,1,3,-15,-2.6
CCOCCCNCc1ccc(OC)c(OC)c1,-25,0,-4,-4,4,10,5,2,12,0.5
Cc1cc(Cl)ccc1OC(C)C(=O)NCCc1ccc2c(c1)OCCO2 (centres undefined),3,-4,-9,-8,-15,-1,-4,4,4,0.5
CCC(=O)N1CCN(c2ccc(NC(=O)COc3ccccc3Cl)cc2)CC1,-16,0,1,-13,20,1,4,-2,-7,-0.1
CCn1c(N2CCN(CC(=O)c3c(C)n(C)c4ccc(OC)cc34)CC2)nc2c1c(=O)[nH]c(=O)n2C,·,-2,·,3,·,-1,·,-1,·,·
COC(=O)c1cc(S(=O)(=O)NCC2CCN(Cc3cccc(F)c3)CC2)c[nH]1,17,0,0,5,-18,4,-4,1,-5,-1.6
CCCNC(=O)Cn1nc(C(F)(F)F)cc1C,-14,1,-5,8,-12,-3,5,1,0,-0.5
CCOc1ccc2nc(NC(=O)CSc3nc4ccccc4c(=O)n3Cc3ccco3)sc2c1,7,-10,12,-3,36,-9,-6,-2,5,·
# The list continues:
SMILES,HTR5A inv ctr,Wnt act,dFosB activator,PvdQ inh,SR-BI DiI inh,NSD2 HMT inh,HTR5A ag ctr,V-ATPase pH,MITF act,CDK5 p35 inh
Cc1nc(NNC(=O)c2ccc([N+](=O)[O-])cc2)cc(-c2ccccc2)n1,16,0,-3,-11,9,4,-5,-3,7,-0.2
COc1cc(OC)cc(-c2sc3ccc(OC)cc3c2-c2ccc3cc[nH]c3c2)c1,-23,2,-12,-5,59,·,1,5,7,0.5
COc1ccc(OC)c(-c2cc(C3CCN(c4cc(Cl)nc(N)n4)CC3)[nH]n2)c1,-5,-12,-13,-7,21,2,10*,2,·,-3.1
CC(C)c1cc(-c2cc(-c3ccccc3)on2)nc(NC2CCCC2)n1,-40,-10,-3,0,75*,·,14,-1,8,1.3
CCCSc1nnc(NC(=O)CSc2nc3[nH]c(=O)cc(O)c3s2)s1,15,0,-12,-15,0,3,-1,9,4,1.7
COc1cc(S(=O)(=O)N2CCN(C(=O)c3ccco3)CC2)ccc1Cl,5,-1,3,10,-5,-4,-1,1,·,-0.3
Cc1ccc(S(=O)(=O)N(C)Cc2ccc(C(=O)NN=C(CC(C)C)CC(C)C)cc2)cc1,-2,-1,-8,-11,44,-2,1,4,1,0.9
O=C(Nc1sc2c(c1C(=O)NC1CC1)CCCCCC2)c1ccco1,-21,-5,2,9,4,-1,5,-6,-22,-0.5
COc1ccc(-n2nc(C(=O)NCC(=O)N3CCCCCC3)c3ccccc3c2=O)cc1Cl,0,1,-36,-6,·,-2,0,0,35,-0.9
O=C1CCN(Cc2nnnn2CC2CCCO2)c2ccccc2N1 (centres undefined),-21,·,-9,11,-27,·,8,-1,-5,-1.2
CC(NC(=O)CCNS(=O)(=O)c1cccc2nsnc12)c1ccccc1 (centres undefined),10,-1,-2,-7,·,-3,-4,2,5,1.2
Cc1cc(Oc2ccc(C)c(Cl)c2)nc(SCC(=O)c2ccccc2)n1,-11,-3,-12,-17,4,0,3,-1,10,-1.2
COC(=O)CC1C(=O)NCCN1C(=S)Nc1ccc(F)cc1 (centres undefined),-1,2,-4,-14,-31,0,0,0,·,-2.6
CCCn1c(N)c(C(=O)CSc2nnnn2-c2ccc(O)cc2)c(=O)n(C)c1=O,14,·,-4,0,6,0,7,2,5,0.7
CS/C(=N\N(C)C(N)=O)c1ccccc1,0,8,3,-14,1,-1,6,-2,-2,0.9
Cc1cc(C)nc(SCc2nnc(SCC(=O)NCc3ccco3)n2-c2ccccc2)n1,5,-2,-2,-12,-5,0,1,0,-4,0.9
c1ccc(-c2ccccc2OCCCN2CCCCCC2)cc1,5,-7,-1,-11,-23,9,-2,-3,-15,-2.0
O=C(Nc1cccc(-c2cn3cccnc3n2)c1)c1ccc(Br)o1,10,·,19*,-30,1,·,1,-4,17,-1.6
O=C(Cn1cc(S(=O)(=O)Cc2cccc([N+](=O)[O-])c2)c2ccccc21)N1CCOCC1,-4,2,4,-8,7,0,2,-2,6,-0.5
CC(NC(=O)COC(=O)c1ccc2c(c1)OCO2)c1ccccc1 (centres undefined),6,-1,4,-15,-2,·,-2,1,-5,-1.7
CCOC(=O)c1sc(NC(=O)COC(=O)c2ccco2)nc1C,2,-2,-12,-13,0,-5,-1,1,0,0.3

# 3 compounds already listed, sorted by the value under Wnt act, lowest first:
SMILES	Wnt act
CC(C)c1cc(-c2cc(-c3ccccc3)on2)nc(NC2CCCC2)n1	-10
Cc1cc(Oc2ccc(C)c(Cl)c2)nc(SCC(=O)c2ccccc2)n1	-3
COc1cc(S(=O)(=O)N2CCN(C(=O)c3ccco3)CC2)ccc1Cl	-1
